# Screens deposited in PubChem by National Center for Advancing Translational Sciences (NCATS).
# HTT ATP protect = protects HTT-Q103 PC12 cells, measured by ATP | Potency, µM (highest dose often 56.4 µM), for inactives: cytoprotection (ATP increase), usual class: activators | PC12 HTT-Q103 induced, cytoprotection, ATP luminescence, 40 h | 230,000 compounds, 0.14% hits;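 note: % of control where 0% means no effect; nearly all actives have a fitted effect of over 45% in size; toxic huntingtin expression switched on by the ecdysone agonist tebufenozide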
#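 Compounds added alongside 100 nM tebufenozide, which induces toxic Q103 huntingtin exon 1-GFP in stable PC12 cells; surviving cells quantified by luminescent ATP measurement. Medium: phenol red-free DMEM, 5% equine and 5% calf serum.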
# Tau fibril ThT = inhibitors of human tau fibril formation, thioflavin T binding. AID 1460. recombinant tau K18 P301L, heparin-induced fibrillization, ThT fluorescence. 270,000 compounds, 2.1% hits. Potency, µM (doses to about 57.4 µM), without a hit: at the highest dose activity, negative = inhibition, most hits filed as inhibitors; note: % is set by controls: 0 for no effect and ±100 for the full control effect; nearly all actives have a fitted effect of over 55% in size
# Target sequence (P10636 561-689 P618L limits assumed): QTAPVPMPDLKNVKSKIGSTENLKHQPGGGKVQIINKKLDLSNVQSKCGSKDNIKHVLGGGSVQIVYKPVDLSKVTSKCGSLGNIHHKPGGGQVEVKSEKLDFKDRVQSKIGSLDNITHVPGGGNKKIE
#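 Fibril formation assay: tau K18 P301L at 15 uM with trace Alexa 594 label, heparin inducer 20 uM, pH 7 sodium acetate buffer, 37 C for 6 hr; endpoint ThT signal.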
# KDM4E inh = blocks human JMJD2E demethylase activity; B2RXH2; JMJD2E catalytic domain, FDH-coupled NADH fluorescence (FDH is formaldehyde dehydrogenase); Potency, µM (top dose mostly 57.1 µM), inactives show at the highest dose activity change, negative = inhibition, usual class: inhibitors; 230,000 compounds, 1.6% hits; AID 2147; active = well fitted inhibition curve with a large enough effect, not every such curve was filed as active; inconclusive = small, poorly fitted or top-dose-only effect, or another doubt; inactive = no such curve, though single readings can be large or run the other way;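 note: 0% = wells with enzyme and -100% = buffer wells without enzyme; nearly all actives have a fitted effect of over 50% in size; many of its hits are not listed in these tables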
# Target sequence (B2RXH2 1-337 limits assumed): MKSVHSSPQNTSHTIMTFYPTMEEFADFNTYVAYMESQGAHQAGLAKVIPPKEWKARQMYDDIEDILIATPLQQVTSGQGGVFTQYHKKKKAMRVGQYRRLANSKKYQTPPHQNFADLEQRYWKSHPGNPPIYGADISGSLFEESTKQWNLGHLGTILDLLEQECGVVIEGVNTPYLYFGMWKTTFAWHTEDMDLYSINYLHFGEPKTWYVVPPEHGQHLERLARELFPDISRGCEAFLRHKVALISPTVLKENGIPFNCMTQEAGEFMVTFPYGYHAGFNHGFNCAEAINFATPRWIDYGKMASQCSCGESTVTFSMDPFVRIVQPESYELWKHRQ
# Tau fibril FP = tau fibrillization inhibition (FP) | P10636 | K18 P301L tau heparin fibrillization, Alexa594 FP, 6 h | Potency, µM (highest dose often 57.7 µM), inactives show at the top dose activity, negative = inhibition, usual class: inhibitors | 280,000 compounds, 0.39% hits | AID 1468; note: % is set by controls: 0 for no effect and ±100 for the full control effect; nearly all actives have a fitted effect of over 55% in size
#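 Human K18 P301L fragment (15 uM unlabeled plus 0.24 uM Alexa 594-labeled) in 100 mM sodium acetate pH 7 with compound, aggregation induced by 20 uM heparin for 6 hr at 37 C. ThT (30 uM) added for 1 hr, then Alexa 594 FP read.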
# HTT aggregate = inhibitors of mutant huntingtin aggregate formation in PC12 cells; Potency, µM (doses to about 46.1 µM), for inactives: at the highest dose activity change, negative = inhibition, most hits filed as inhibitors; 220,000 compounds, 1.1% hits; PC12 HttQ103-GFP aggregates, Acumen cytometry, 40 h; note: % is set by controls: 0 for no effect and ±100 for the full control effect; nearly all actives have a fitted effect of over 60% in size
#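 Inducible Q103 Huntingtin exon 1–GFP PC12 line, 1500 cells/well in phenol red free DMEM with 5% equine and 5% calf serum. Tebufenozide 100 nM induced expression; compounds titrated; aggregates quantified by cytometry.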
# Tau fluor counter = counter-screen for tau fibril formation inhibitors | tau K18 P301L Alexa594 fluorescence, heparin fibrillization | Potency, µM (series often up to 57.7 µM), without a hit: at the top dose activity change, negative = decrease | 280,000 compounds, 0.93% hits | AID 1463; note: % is set by controls: 0 for no effect and ±100 for the full control effect; nearly all actives have a fitted effect of over 55% in size
#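 Human tau K18 P301L (15 uM unlabeled, 0.24 uM Alexa 594-labeled) in 100 mM sodium acetate pH 7 with 20 uM heparin, 6 hr at 37 C. ThT 30 uM added, 1 hr ambient; Alexa 594 FP and total fluorescence read at 555/632 nm.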
# * = called active by the depositor; ? = inconclusive; / = not tested or not shown; [ ] = another dose, or the depositor's remark. Unless noted, calls come from the whole dose curve; as a rule, active = well fitted curve in the direction sought with a large enough effect; inconclusive = small, poorly fitted or top-dose-only effect, or another doubt; inactive = no such curve, though single readings can be large; an effect the other way counts as inactive or inconclusive. Potency is the fitted concentration of half-maximal effect. Some of the compounds tested; rates above refer to the full screens.
item	molecule	HTT ATP protect	Tau fibril ThT	KDM4E inh
1	COc1cccc(/C=C/c2nc3ccccc3c(=O)n2-c2ccc(Cl)cc2)c1OC	/	3.8%	/
2	CCOC(=O)c1ccc(N2CCN(c3ccccc3F)CC2)c(NC(=O)Nc2ccc(Cl)c(Cl)c2)c1	/	9.9%	/
3	COc1ccc(C(=O)Nc2ccc(-c3cc(C(F)(F)F)nn3-c3ccccc3)cc2)cc1OC	/	8.0%	/
4	Cc1cccc(OCC(=O)N2CCN(CCc3ccccn3)CC2)c1	/	-1.2%	/
5	COc1cccc(C2SCC(=O)Nc3c2c(C)nn3-c2ccc(C)c(Cl)c2)c1OC (centres undefined)	/	-1.6%	/
6	COc1ccc(-c2nc(CN3C(=O)CN=C(c4ccccc4)c4ccccc43)c(C)o2)cc1OC	/	-11.5%	/
7	CCc1ccc(-n2nc(C)c3c2NC(=O)CSC3c2ccc(OC)cc2OC)cc1 (centres undefined)	/	5.3%	/
8	Cc1nnc(NC(=O)c2cccn(Cc3ccccc3F)c2=O)s1	/	3.8%	/
9	O=c1c2ccccc2nc(/C=C/c2ccccc2)n1-c1ccccc1F	/	-2.5%	/
10	COc1cccc(CSc2nc(-c3ccccc3OC)nc3c2Cc2c(CO)cnc(C)c2O3)c1	/	?	/
11	Cc1cccc(OC(C)C(=O)NCC2(N(C)C)CCCCC2)c1C (centres undefined)	/	3.2%	/
12	O=c1c2ccccc2[nH]c(=S)n1-c1ccc2c(c1)OCCO2	17.7%[10 µM]	/	8.1%
13	C=CCn1c(O)c(/C=N/NC(=O)c2ccncc2)c(=O)[nH]c1=O	-6.9%[10 µM]	/	?

item	Tau fibril FP	HTT aggregate	Tau fluor counter
1	5.3%	/	-4.4%
2	?	/	-19.0%
3	?	/	?
4	-9.0%	/	-9.7%
5	4.0%	/	-3.1%
6	3.2%	/	-7.0%
7	?	/	?
8	?	/	-6.9%
9	-0.4%	/	-11.0%
10	-1.3%	/	-10.0%
11	-3.7%	/	-1.7%
12	/	14.4%[9.22 µM]	/
13	/	0.9%[9.22 µM]	/

# Reprinted at random: 4 records from the list.
item	molecule	HTT ATP protect	Tau fibril ThT	KDM4E inh
7	CCc1ccc(-n2nc(C)c3c2NC(=O)CSC3c2ccc(OC)cc2OC)cc1 (centres undefined)	/	5.3%	/
2	CCOC(=O)c1ccc(N2CCN(c3ccccc3F)CC2)c(NC(=O)Nc2ccc(Cl)c(Cl)c2)c1	/	9.9%	/
8	Cc1nnc(NC(=O)c2cccn(Cc3ccccc3F)c2=O)s1	/	3.8%	/
11	Cc1cccc(OC(C)C(=O)NCC2(N(C)C)CCCCC2)c1C (centres undefined)	/	3.2%	/

item	Tau fibril FP	HTT aggregate	Tau fluor counter
7	?	/	?
2	?	/	-19.0%
8	?	/	-6.9%
11	-3.7%	/	-1.7%

# Sorted by SMILES length (lowest first): 6 of the compounds above
item	molecule	HTT ATP protect	Tau fibril ThT	KDM4E inh
8	Cc1nnc(NC(=O)c2cccn(Cc3ccccc3F)c2=O)s1	/	3.8%	/
9	O=c1c2ccccc2nc(/C=C/c2ccccc2)n1-c1ccccc1F	/	-2.5%	/
7	CCc1ccc(-n2nc(C)c3c2NC(=O)CSC3c2ccc(OC)cc2OC)cc1 (centres undefined)	/	5.3%	/
1	COc1cccc(/C=C/c2nc3ccccc3c(=O)n2-c2ccc(Cl)cc2)c1OC	/	3.8%	/
10	COc1cccc(CSc2nc(-c3ccccc3OC)nc3c2Cc2c(CO)cnc(C)c2O3)c1	/	?	/
3	COc1ccc(C(=O)Nc2ccc(-c3cc(C(F)(F)F)nn3-c3ccccc3)cc2)cc1OC	/	8.0%	/

item	Tau fibril FP	HTT aggregate	Tau fluor counter
8	?	/	-6.9%
9	-0.4%	/	-11.0%
7	?	/	?
1	5.3%	/	-4.4%
10	-1.3%	/	-10.0%
3	?	/	?
